Rab9 prom act: qHTS Assay for Rab9 Promoter Activators | Huh7 Rab9 promoter-luciferase reporter, luminescence, 24 h | Potency, µM (highest dose often 9.22 µM), for inactives: at the highest dose activation, negative = inhibition, actives largely listed as activators | 320,000 tested, 2.8% active; note: potency is the fitted concentration of half-maximal effect; % of control where 0% means no effect; nearly all actives have a fitted effect of over 60% in size
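Quantitative HTS format; Huh7 Rab9-luciferase reporter cells (1500/well) receive compound 2 h post-plating, incubate 24 h at 37 °C, then get luciferase reagent for 10 min before luminescence reading.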
Menin-MLL TR inh: qHTS Assay for Inhibitors Targeting the Menin-MLL Interaction in MLL Related Leukemias: Competition With Texas Red Labeled MLL-derived Mutant Peptide; Menin + Texas Red MLL mutant peptide, fluorescence polarization; 270,000 tested, 0.23% active; Potency, µM (top dose mostly 61.6 µM), for the others: top-dose FP activity change, negative = inhibition, usual class: inhibitors; O00255; active = well fitted inhibition curve with a large enough effect in the polarisation, with a control signal flat, not every such curve was filed as active; inconclusive = small, poorly fitted or top-dose-only effect, or effect the other way, or a change in a side signal; inactive = no such curve, though single readings can be large or run the other way; the % refers to the polarisation; note: potency is the fitted concentration of half-maximal effect; % of control where 0% means no effect; many of its hits are not listed in these tables
NPC1 prom act: qHTS Assay for NPC1 Promoter Activators; 320,000 tested, 2.4% active; Potency, µM (titrated, usually from 9.22 µM), for inactives: at the top dose activation, hits mostly activators; Huh7 NPC1 promoter luciferase reporter, 24 h;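 note: potency is the fitted concentration of half-maximal effect; % of control where 0% means no effect; nearly all actives have a fitted effect of over 60% in size; reporter is driven by a mutant NPC1 promoter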
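Cells: Huh7 expressing luciferase under the NPC1 promoter, 1500/well. Seeded 2 h, compound added, incubated 24 h at 37 °C. Luciferase reagent, 10 min ambient, then luminescence.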
FLuc counter: qHTS profiling assay for firefly luciferase inhibitor/activator using purifed enzyme and Km concentrations of substrates (counterscreen for miR-21 project); Luciferin 4-monooxygenase (Photinus pyralis), P08659; Potency, µM (highest dose often 57.5 µM), for the others: top-dose activity change, negative = inhibition, hits mostly inhibitors; 360,000 tested, 6.9% active; AID 588342, 2011; purified FLuc, Km substrates, luminescence inhibition;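 note: potency is the fitted concentration of half-maximal effect; plate controls were vehicle for no effect and reference inhibitor for full effect; nearly all actives have a fitted effect of over 55% in size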
Target sequence (P08659 whole entry, looked up): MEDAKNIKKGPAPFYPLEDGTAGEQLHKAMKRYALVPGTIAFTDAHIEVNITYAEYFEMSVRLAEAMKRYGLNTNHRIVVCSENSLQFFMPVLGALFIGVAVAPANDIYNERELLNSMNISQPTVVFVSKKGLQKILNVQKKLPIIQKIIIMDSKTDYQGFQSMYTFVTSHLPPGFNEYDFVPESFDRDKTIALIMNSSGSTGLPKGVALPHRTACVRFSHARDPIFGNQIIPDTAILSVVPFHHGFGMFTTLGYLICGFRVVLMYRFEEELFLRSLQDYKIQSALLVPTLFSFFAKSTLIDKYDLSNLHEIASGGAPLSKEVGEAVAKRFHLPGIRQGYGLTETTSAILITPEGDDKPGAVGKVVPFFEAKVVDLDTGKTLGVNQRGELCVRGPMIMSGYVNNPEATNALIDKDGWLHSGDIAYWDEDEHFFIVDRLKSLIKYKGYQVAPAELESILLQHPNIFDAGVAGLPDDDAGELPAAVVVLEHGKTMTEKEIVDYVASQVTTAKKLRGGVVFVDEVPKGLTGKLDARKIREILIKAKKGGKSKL
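Purified P. pyralis luciferase, 10 nM final, with Km-level 10 uM D-luciferin and 10 uM ATP in 50 mM Tris acetate pH 7.5, 10 mM Mg acetate, 0.01% Tween-20, 0.05% BSA; 6-point qHTS titration about 60 µM downward; luminescence read.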
RORg inh: qHTS for inhibitors of ROR gamma transcriptional activity | Drosophila S2 Gal4-RORgamma UAS-luciferase reporter, 20 h | Potency, µM (series often up to 53.6 µM), for the others: at the top dose activity change, negative = inhibition, hits mostly inhibitors | 310,000 tested, 5.4% active; note: potency is the fitted concentration of half-maximal effect; % is set by controls: 0 for no effect and ±100 for the full control effect; nearly all actives have a fitted effect of over 60% in size
Target sequence (P51450 whole entry, looked up, the tested form may be a part): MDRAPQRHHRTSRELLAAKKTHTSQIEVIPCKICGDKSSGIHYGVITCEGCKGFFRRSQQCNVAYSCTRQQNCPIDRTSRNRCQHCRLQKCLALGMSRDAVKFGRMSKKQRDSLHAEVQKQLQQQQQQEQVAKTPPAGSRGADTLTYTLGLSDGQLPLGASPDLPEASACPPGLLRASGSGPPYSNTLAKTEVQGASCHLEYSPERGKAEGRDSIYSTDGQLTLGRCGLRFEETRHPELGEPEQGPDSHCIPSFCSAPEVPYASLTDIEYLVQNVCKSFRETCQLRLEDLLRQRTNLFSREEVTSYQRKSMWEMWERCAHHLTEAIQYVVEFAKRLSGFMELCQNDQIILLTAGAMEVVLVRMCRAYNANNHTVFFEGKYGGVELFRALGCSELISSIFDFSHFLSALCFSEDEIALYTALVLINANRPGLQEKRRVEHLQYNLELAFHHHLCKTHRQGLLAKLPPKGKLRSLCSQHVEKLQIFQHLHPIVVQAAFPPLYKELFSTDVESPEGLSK
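Drosophila S2 cells stably expressing Gal4-DBD/mouse RORγ fusion under metallothionein promoter plus UAS-luciferase; compound 1 h, then 700 uM CuSO4 induction for 20 h at ambient temperature; inhibition read as reduced luminescence.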
ELG1 DNA repair: qHTS screen for small molecules that inhibit ELG1-dependent DNA repair in human embryonic kidney (HEK293T) cells expressing luciferase-tagged ELG1; HEK293T ELG1-luciferase reporter, luminescence, 16 h; DNA damage induced by 5-fluorouridine; Potency, µM (titrated, usually from 46.1 µM), for the others: at the highest dose activity change, negative = inhibition, hits mostly inhibitors; 330,000 tested, 2.3% active; AID 504467, 2011; note: potency is the fitted concentration of half-maximal effect; % is set by controls: 0 for no effect and ±100 for the full control effect; nearly all actives have a fitted effect of over 55% in size
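Luminescence from the luciferase reporter, measured 30 min after ONE-Glo reagent at room temperature, was the read-out. Beforehand, 2,000 cells per well were exposed for 16 hr at 37 °C to 5-fluorouridine together with compound or vehicle.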
KCNH2 3.1 inh: qHTS for Inhibitors of KCHN2 3.1: Mutant qHTS. Potassium voltage-gated channel subfamily H member 2, brain isoform KCNH2 3.1 (human). U2OS KCNH2 3.1, thallium flux FluxOr; stronger effect = lower value. activity change, % (tested at about 1.8 µM). 340,000 tested, 0.95% active;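 active = maximum activity change below -70%; inconclusive = maximum activity change from -70% to -50%; inactive = maximum activity change above -50%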;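 note: thallium influx rate constant from kinetic fluorescence after stimulation buffer; % is set by controls: 0 for no effect and ±100 for the full control effect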
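Thallium flux via FluxOr fluorescence (Red40 quencher, 45 min loading) in U2OS cells virally expressing the KCNH2 3.1 isoform (1.77 x 10^8 /mL virus, overnight at 37 C). Rate constants from 2-min kinetic reads post-stimulation, normalised to positive and negative controls.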
Mito fusion act: qHTS Assay for Small Molecule Inhibitors of Mitochondrial Division or Activators of Mitochondrial Fusion; Potency, µM (highest dose often 46.1 µM), for the others: at the highest dose growth rescue (activation), most hits filed as activators; AID 485298, 2010; S. cerevisiae fusion-defective mutant growth rescue, CellTiterGlo 48 h; 320,000 tested, 0.23% active;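 note: potency is the fitted concentration of half-maximal effect; % of control where 0% means no effect; nearly all actives have a fitted effect of over 45% in size; temperature-sensitive fusion mutants such as fzo1-1 at 37 °C on non-fermentable ethanol glycerol medium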
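Luminescent cell viability in 1536-well qHTS format served as the measure of rescued growth in ts fusion-mutant S. cerevisiae cultured on non-fermentable YPEG for 48 hours at 37C.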
PKM2 act: qHTS Assay for Activators of Human Muscle isoform 2 Pyruvate Kinase; purified PKM2, Kinase-Glo ATP luminescence, activation; response scale: 0% is enzyme alone, no compound; Potency, µM (highest dose often 57.5 µM), without a hit: top-dose activation, actives largely listed as activators; 260,000 tested, 0.34% active; AID 1631, 2009; note: potency is the fitted concentration of half-maximal effect; % is set by controls: 0 for no effect and ±100 for the full control effect; nearly all actives have a fitted effect of over 55% in size
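Kinase-Glo luminescence reports ATP generated from ADP (0.1 mM) and PEP (0.5 mM) by purified hPK-M2 after 1 h at room temperature, pH 7.2 imidazole buffer; intermediate enzyme activity allows detecting inhibitors and activators.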
MBNL1-CUG inh: qHTS Assay for Inhibitors of MBNL1-poly(CUG) RNA binding | TR-FRET MBNL1-His/biotin-(CUG)12 binding, 665/545 ratio | Potency, µM (titrated, usually from 57.5 µM), without a hit: at the highest dose activity change, negative = inhibition, hits mostly inhibitors | 280,000 tested, 0.036% active; active = well fitted inhibition curve with a large enough effect in the signal ratio, with a control signal flat, not every such curve was filed as active; inconclusive = small, poorly fitted or top-dose-only effect, or effect the other way, or a change in a side signal; inactive = no such curve, though single readings can be large or run the other way; the % refers to the signal ratio; note: potency is the fitted concentration of half-maximal effect; % is set by controls: 0 for no effect and ±100 for the full control effect
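Compound titration spanned 92 nM–58 uM against the MBNL1-His/biotin-(CUG)12 complex. After 60 min at room temperature with 5 nM streptavidin-XL665 and 0.055 ng/ul terbium anti-His, ratiometric 665/545 nm emission (Ex 340 nm) normalized to controls.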
Gal4-VP16 FLuc: VP16 counterscreen qHTS for inhibitors of ROR gamma transcriptional activity. Drosophila S2 Gal4-VP16 UAS-luciferase, luminescence, 20 h. Potency, µM (titrated, usually from 53.6 µM), for the others: top-dose activity, negative = inhibition, hits mostly inhibitors. 310,000 tested, 3.5% active. AID 2546, 2010;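 note: Gal4-VP16 expression switched on by copper sulfate through the metallothionein promoter; potency is the fitted concentration of half-maximal effect; % is set by controls: 0 for no effect and ±100 for the full control effect; nearly all actives have a fitted effect of over 50% in size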
Starred values were filed as active, the others as inactive; ? = inconclusive; nt = not tested or not shown; & = joins results of further samples; [ ] = dose if it differs, or a comment. Unless noted, calls come from the whole dose curve; as a rule, active = well fitted curve in the direction sought with a large enough effect; inconclusive = small, poorly fitted or top-dose-only effect, or another doubt; inactive = no such curve, though single readings can be large; an effect the other way counts as inactive or inconclusive. Only part of the results is shown. The share of hits here may be higher or lower than overall.

SMILES	Rab9 prom act	Menin-MLL TR inh	NPC1 prom act	FLuc counter	RORg inh	ELG1 DNA repair	KCNH2 3.1 inh	Mito fusion act	PKM2 act	MBNL1-CUG inh	Gal4-VP16 FLuc
Cc1ccc2nc(-c3ccncc3)c(NC3CCCC3)n2c1	1%	4%	1%	-4%	7%	?	11	1%	nt	4%	3%
COc1cccc(NC(=O)CSc2nc3c(oc4ccccc43)c(=O)[nH]2)c1	-3%	24%	7%	3.8µM*	2%	?	-4	-1%	0%	nt	-1%
CC1CCN(c2ccc(C(=O)N3CCOCC3)cc2[N+](=O)[O-])CC1	5%	nt	9%	2%	23%	-8%	13	1%	0%	?	-2%
Cc1ccc(S(=O)(=O)NCc2ccc(C(=O)N3CCN(c4ccc([N+](=O)[O-])cc4)CC3)cc2)cc1	-39%[inhibitor]	nt	-36%[inhibitor]	1%	?	2.3µM*	-96*	-3%	nt	?	-15%
CC(=O)N1CCSc2ccc(S(=O)(=O)NCCc3ccc(Cl)cc3)cc21	-14%	nt	-4%	0%	17%	?	3	-1%	nt	-4%	?
CC(C)n1c(CN(C)c2ccccc2)nc2ccccc21	-2%	-5%	-5%	-10%	nt	-12%	-2	-4%	4%	-3%	nt
COc1ccc(OCc2cc(C(=O)NC(C)Cc3cnccn3)no2)c(Cl)c1 (stereo unspecified)	?	0%	?	19µM*	34%	?	-1	4%	nt	?	?
CCCN(CC(=O)Nc1ccccc1C)C(=O)CCNC(=O)c1ccccc1Cl	0%	nt	-3%	0%	nt	2%	29	-2%	nt	nt	nt
CCCCCCc1c(C)c2ccc(OCC(=O)N3CCC[C@H]3C(=O)O)c(C)c2oc1=O	-10%	10%	0%	17µM*	-1%	-27%	-1	-5%	-2%	6%	-4%
CC(C)C1N=C2c3ccccc3N=C(SCC#N)N2C1=O (stereo unspecified)	-3%	10%	-4%	2%	-15%	?	14	2%	0%	4%	-2%
O=C(C1CCCCC1)N1CCc2[nH]c3ccc(F)cc3c2C1	-1%	nt	-3%	5%	-2%	-2%	-1	-1%	0%	nt	-1%
COCCCn1c(-c2ccccc2)nc2ccccc2c1=O	5%	-12%	0%	2%	-8%	8%	5	3%	-1%	0%	5%
Nc1c(N2CCCC2)c2ccccc2oc1=O	-2%	0%	-1%	7%	-26%	-6%	-5	3%	0%	20%	-3%
C[C@H](CO)NC(=O)[C@H](C)[C@H]1C[C@]1(C)[C@H](NC(=O)OCc1ccccc1)c1ccccc1	0%	-4%&-15%	-2%	-1%	-4%&21%	0%	-6	-2%	1%&-1%	8%	13%&10%
O=S(=O)(N/N=C\C=C\c1ccccc1)c1ccc(Br)cc1	0%	?	-3%	0%	16%	-24%	1	3%	1%	8%	-12%
Cc1cc(C(=O)OCC(=O)N2CCOCC2)ccc1[N+](=O)[O-]	1%	-1%	-6%	1%	-1%	-4%	17	-6%	-5%	?	10%
COC(=O)c1c(NC(=O)CSc2ncnc3[nH]ncc23)sc2c1CCC2	7%	24%	-1%	3%	1%	?	-9	-6%	-2%	0%	-6%
O=C(Nc1ccc(F)cc1)c1nc(S(=O)(=O)Cc2ccccc2)ncc1Cl	-17%	nt	-48%[inhibitor]	-7%	-35%	?	-11	-101%[inhibitor]	nt	18%	7.9µM*
CC(=O)Nc1ccc(NC(=O)C(C)OC(=O)CSCc2cccc(Cl)c2)cc1 (stereo unspecified)	0%	nt	-1%	-2%	nt	1%	-6	2%	nt	nt	nt
O=C(Nc1ccc(F)cc1F)c1cc2ncc(Br)cn2n1	4%	-11%	-2%	?	-32%	?	nt	5%	-4%	24%	5%
CC1=NN(C(N)=S)C(=O)C1N=Nc1ccccc1C(=O)O (stereo unspecified)	7%	?	-2%	5%	13%[1.91 µM]	-4%	4	-3%	2%	?	-1%
CCN(CC)CCCNC(=O)C(C)n1c2ccccc2c2nc(=O)cc(C)n21 (stereo unspecified)	-4%	nt	-3%	-2%	7%	3%	4	4%	2%	-10%	-1%
COc1ccc(-c2csc(NC3CCCCC3)n2)c(OC)c1	23%	3%	20%	24µM*	-30%	?	-2	-34%[inhibitor]	nt	6%	-3%
CC(C)CNC(=O)COC(=O)/C=C/c1ccco1	-3%	11%	2%	-2%	-10%	3%	nt	-8%	1%	nt	0%
CCn1c(O)c(N=Nc2ccc(Cl)c(C(=O)O)c2)c2ccccc21	-1%	nt	15%	-4%	5%	15%	18	4%	0%	?	?
COc1cccc(C(=O)Oc2ccc(/C=N/Nc3ccc(C(=O)O)cc3)cc2OC)c1	?	?	0.45µM*	24µM*	-11%[1.91 µM]	?	-6	15%	-15%	15%	2.2µM*
CC(C)CC(=O)NC(=S)NNC(=O)c1ccc([N+](=O)[O-])cc1	-2%	-6%	2%	-6%	4µM*	-3%	0	-2%	-11%	nt	5.6µM*
CSc1nnc(C)c(=O)n1COC(=O)c1ccc(S(=O)(=O)N2CCCC2)cc1	2%	-23%	13%	3%	-15%	10%	10	5%	3%	?	2%
Cc1ccc(CNC(=S)Nc2cc(C(=O)O)ccc2C)cc1	1%	14%	-7%	-18%	3%	5%	-2	5%	1%	-19%	-12%
c1ccc(-c2ccc(CN3CCN(c4ncccn4)CC3)cc2)cc1	4%	-18%	0%	-24%	52%	2%	-26	-2%	3%	-4%	0%
CCCc1cc(=O)[nH]c(SCC(=O)N(CC)c2c(N)n(Cc3ccccc3)c(=O)[nH]c2=O)n1	-4%	nt	-3%	6%	nt	2%	5	-3%	nt	nt	nt
O=C(CCc1ccccc1)Nc1nc2nc(-c3ccccc3)cc(=O)n2[nH]1	21%	21%	16%	-16%	6%	2%	-5	-2%	-2%	1%	-2%
CCNS(=O)(=O)c1ccc2nc(NC(=O)/C=C/c3cc(OC)c(OC)c(OC)c3)sc2c1	-4%	19%	-1%	3%	0%	?	-5	-1%	-9%	5%	-9%
Nn1c(C2CCCCC2)nc2ccccc2c1=O	-4%	nt	-1%	7%	35%	-3%	-2	1%	5%	-1%	-3%
COc1ccccc1N1CCN(C(=O)c2sc3nc(-c4ccccc4)cn3c2C)CC1	-1%	1%	-5%	1%	-37%	?	-4	22%	3%	-3%	-13%
COCc1cc(C)nc2sc(C(=O)Nc3nccs3)c(N)c12	?	0%[11.7 µM]	?	17µM*	?	?	10	-5%	1%	?	6%
COc1ccc(C2=NNC(c3cccnc3)=Nc3ccc(OC)cc32)cc1	0%	2%	-1%	-17%	?	?	-11	-4%	nt	17%	3%

Screening data as filed in PubChem.
